Assay outcomes (PubChem BioAssay)
BLM helicase inh – blocks DNA unwinding by human BLM helicase; P54132; recombinant BLM DNA unwinding, fluorescence dequenching; Potency, µM (highest dose often 56.1 µM), without a hit: at the top dose activity change, negative = inhibition, hits mostly inhibitors; 350,000 tested, 0.2% active;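 also: potency is read from the fitted curve at half-maximal effect; plate controls were vehicle for no effect and no enzyme for full effect; nearly all actives have a fitted effect of over 35% in size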
POLB inh – inhibitors of human DNA polymerase beta. Pol beta primer extension/strand displacement, fluorescence kinetic. Potency, µM (highest dose often 114 µM), inactives show at the top dose activity change, negative = inhibition, usual class: inhibitors. P06746. 340,000 tested, 1.3% active; also: potency is read from the fitted curve at half-maximal effect; % is scaled to controls: 0 for no effect and ±100 for the full control effect
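Values derive from four-parameter Hill fits of normalized kinetic data: reads at 0 and 10 min following addition of 50 nM substrate to 10 nM Pol beta preincubated 15 min with compound.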
APEX1 inh – blocks human APE1 abasic DNA cleavage | 350,000 tested, 0.35% active | Potency, µM (series often up to 65.8 µM), inactives show top-dose activity change, negative = inhibition, most hits filed as inhibitors | recombinant APE1, TAMRA/BHQ-2 abasic DNA cleavage fluorescence | AID 2517 | P27695;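 also: potency is read from the fitted curve at half-maximal effect; plate controls were vehicle for no effect and reference inhibitor for full effect; nearly all actives have a fitted effect of over 55% in size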
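Step 1: APE1 (0.75 nM) with compound, 15 min RT. Step 2: add 50 nM fluorophore/quencher THF duplex. Step 3: three fluorescence reads 60 s apart (525/598 nm); read 3 minus read 1 = reaction progress.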
Pol iota inh – blocks human DNA polymerase iota activity; Q9UNA4; AID 588590; Potency, µM (highest dose often 115 µM), for the others: top-dose activity, negative = inhibition, hits mostly inhibitors; Pol iota fluorescent replication assay, 10 min; 390,000 tested, 1% active; also: potency is read from the fitted curve at half-maximal effect
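Fluorescent replication assay read twice, at 0 min and 10 min after adding 50 nM (final) substrate. Enzyme (10 nM) and compounds were first incubated 15 min at room temperature; enzyme-free buffer wells were negative controls.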
POLH inh – blocks human DNA polymerase eta activity; recombinant Pol eta, fluorescent DNA replication assay; Potency, µM (titrated, usually from 114 µM), for inactives: at the top dose activity change, negative = inhibition, actives largely listed as inhibitors; 390,000 tested, 1.2% active; AID 588591; also: potency is read from the fitted curve at half-maximal effect; % is scaled to controls: 0 for no effect and ±100 for the full control effect
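Pol eta at 10 nM preincubated with compounds 15 min at room temperature; reaction started with fluorescent substrate (50 nM final) and read kinetically at 0 and 10 min.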
Anesthetic bind – binds horse apoferritin like a general anesthetic | P02791 | apoferritin/1-aminoanthracene competitive binding, fluorescence | Potency, µM (series often up to 77.5 µM), inactives show at the top dose activity change, negative = displacement, actives largely listed as inhibitors | 350,000 tested, 0.074% active | AID 485281; also: potency is read from the fitted curve at half-maximal effect; % is scaled to controls: 0 for no effect and ±100 for the full control effect; nearly all actives have a fitted effect of over 20% in size
Target sequence (P02791 2-175 limits assumed): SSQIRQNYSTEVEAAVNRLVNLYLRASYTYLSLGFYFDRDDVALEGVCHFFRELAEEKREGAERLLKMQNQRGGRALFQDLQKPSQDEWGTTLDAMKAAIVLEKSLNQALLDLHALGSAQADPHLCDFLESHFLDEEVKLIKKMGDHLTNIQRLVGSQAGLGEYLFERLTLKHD
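Horse-spleen apoferritin (10 uM) was mixed with 50% saturated 1-aminoanthracene in PBS, exposed to compounds for 10 min at room temperature, and read for fluorescence (ex 380 nm, em 535 nm). Competitive displacement was fitted with a four-parameter Hill equation.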
Tb PGK inh – blocks T. brucei phosphoglycerate kinase; PGK/GAPDH coupled, Kinase-Glo luminescence, 60 min; Potency, µM (top dose mostly 57.5 µM), for inactives: at the highest dose activity change, negative = inhibition, hits mostly inhibitors; 380,000 tested, 0.043% active; AID 602233; also: potency is read from the fitted curve at half-maximal effect; % is scaled to controls: 0 for no effect and ±100 for the full control effect; nearly all actives have a fitted effect of over 60% in size
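Recombinant glycosomal PGK reaction used 1,3-bisphosphoglycerate generated in-well by GAPDH (100nM final) in 100mM TEA pH 7.6, 5mM MgCl2, 0.01% Tween-20. After 60 minutes at room temperature, ATP was read by Kinase-Glo Plus luminescence end-point.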
RXFP1 antag – RXFP1 (human) relaxin receptor antagonism; Q9HBX9; HEK293-RXFP1, relaxin-stimulated cAMP HTRF, 30 min; hits give low values; activity change, negative = inhibition, % at 57.5 µM; 350,000 tested, 0.59% active; AID 1259400;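 active = activity change of -60% or lower, but not beyond a set lower limit; inconclusive = change between -60% and -40%, or beyond the set limit; inactive = change above -40%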; also: % is scaled to controls: 0 for no effect and ±100 for the full control effect
Pol kappa inh – blocks human DNA polymerase kappa activity; purified Pol kappa, fluorescent DNA synthesis assay, 10 min; 400,000 tested, 0.53% active; Q9UBT6; Potency, µM (series often up to 107 µM), for inactives: at the highest dose activity, negative = inhibition, most hits filed as inhibitors; also: potency is read from the fitted curve at half-maximal effect; % is scaled to controls: 0 for no effect and ±100 for the full control effect
Target sequence (Q9UBT6 whole entry, looked up): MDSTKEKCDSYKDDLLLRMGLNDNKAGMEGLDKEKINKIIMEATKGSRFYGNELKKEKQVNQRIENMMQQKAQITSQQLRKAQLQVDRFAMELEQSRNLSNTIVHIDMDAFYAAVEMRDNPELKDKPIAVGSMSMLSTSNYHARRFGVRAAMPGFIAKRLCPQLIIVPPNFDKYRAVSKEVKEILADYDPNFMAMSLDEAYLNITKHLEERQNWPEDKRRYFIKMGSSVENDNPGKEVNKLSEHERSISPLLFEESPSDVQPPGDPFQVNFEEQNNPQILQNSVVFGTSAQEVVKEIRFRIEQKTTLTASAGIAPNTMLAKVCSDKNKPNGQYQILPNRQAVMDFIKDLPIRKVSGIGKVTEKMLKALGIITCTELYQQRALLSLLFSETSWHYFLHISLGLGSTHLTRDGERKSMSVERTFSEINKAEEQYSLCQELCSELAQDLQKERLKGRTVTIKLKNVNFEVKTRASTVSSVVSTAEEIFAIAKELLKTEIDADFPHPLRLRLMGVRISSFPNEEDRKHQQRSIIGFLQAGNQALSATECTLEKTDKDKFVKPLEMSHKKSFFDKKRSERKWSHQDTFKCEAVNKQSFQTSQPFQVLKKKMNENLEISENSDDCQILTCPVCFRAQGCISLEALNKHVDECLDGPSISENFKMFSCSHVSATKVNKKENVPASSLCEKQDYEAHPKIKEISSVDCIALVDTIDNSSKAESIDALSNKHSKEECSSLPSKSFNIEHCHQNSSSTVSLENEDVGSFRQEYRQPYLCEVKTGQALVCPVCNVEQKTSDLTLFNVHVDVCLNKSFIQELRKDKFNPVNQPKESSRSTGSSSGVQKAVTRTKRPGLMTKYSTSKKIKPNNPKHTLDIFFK
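10 nM Pol kappa preincubated 15 min at room temperature with compounds, then reaction started with substrate at 50 nM final. Fluorescence read kinetically at 0 and 10 min; buffer-only wells served as negative control.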
* marks the source's active call; other numbers are inactive results; i = inactive; ? = inconclusive; . = not tested or not shown; & = joins results of further samples; [ ] = another dose, or the depositor's remark. Unless noted, calls follow the shape of the dose curve; as a rule, active = well fitted curve in the direction sought with a large enough effect; inconclusive = small, poorly fitted or top-dose-only effect, or another doubt; inactive = no such curve, though single readings can be large; an effect the other way counts as inactive or inconclusive.

SMILES	BLM helicase inh	POLB inh	APEX1 inh	Pol iota inh	POLH inh	Anesthetic bind	Tb PGK inh	RXFP1 antag	Pol kappa inh
O=C(N/N=C/c1cccnc1)c1cc(-c2ccccc2Cl)nc2ccccc12	-1%	0%	22%	14%	-9%	?	4%	-5	-8%
COc1cccc(CN(C)CC(O)COc2cc(Cl)ccc2Cl)c1 (stereo not drawn)	-10%	-3%	5%	4%	-17%	7%	3%	-3	-2%
Cc1cc(C)c(O)c(-c2cc(C(=O)Nc3c(C)n(C)n(-c4ccccc4)c3=O)[nH]n2)c1	-4%	9%	11%	4%	0%	10%	4%	6	-14%
Cc1ccc(-c2c[n+](CC(=O)Nc3c(C)cccc3C)c3n2CCC3)cc1	0%	-23%	2%	-3%	-24%	-5%	i	-3	1%
CC(C)Cc1nnc(NC(=O)CN2C(=O)NC3(CCCC3)C2=O)s1	.	.	29%	10%	-11%	.	-4%	-9	-4%
CCN(CC)C(=O)c1[nH]cnc1C(=O)NCC(=O)OC(C)(C)C	-3%	58%	1%	?	-11%	-1%	0%	.	-3%
Cc1cc(C)nc(SCSc2nc(C)cc(C)n2)n1	2%	1%	-9%	1%	-8%	1%	i	9	-11%
CCCCCn1c(=O)c(-c2nc3ccccc3[nH]2)c(O)c2ccccc21	1%	-5%	-6%	8%	-16%	-3%	-7%	-7	-11%
CC(C)(C)NC(=O)CSc1nnc(C2CC2)n1-c1ccccc1	-1%	-8%	0%	65%[activator]	-22%	-10%	-2%	-11	2%
O=C(O)C1CCCCC1C(=O)NCCCCc1ccccc1 (stereo not drawn)	2%	14%	0%	10%	-11%	-12%	5%	6	-6%
COc1ccccc1N(C(=O)c1ccco1)C(C(=O)NC1CCCC1)c1ccncc1 (stereo not drawn)	1%	-25%	69%[activator][12.4 µM]	109%[activator]	-6%	-1%	3%	9	-4%
O=c1c2cc(NC(=S)NC3CC3)ccc2nc2n1CCCCC2	-5%	16%	-2%	105%[activator]	4%	-2%	-1%	9	0%
Cc1ccc(-c2ccc(C#N)c(=O)n2CC(=O)N(C)C)cc1	2%	14%	19%	78%[activator]	-19%	-6%	-8%	-11	-3%
O=C(Nc1ccccc1)N1CCN(CCc2ccccc2)CC1	0%	4%	6%	89%[activator]	-15%	-2%	0%	-1	1%
COc1ccccc1C(=O)NCCC(=O)NCC1CCCCC1	.	.	34%	80%[activator]	-8%	.	3%	-1	-7%

An excerpt from above in order of length of the SMILES, rising:
SMILES	BLM helicase inh	POLB inh	APEX1 inh	Pol iota inh	POLH inh	Anesthetic bind	Tb PGK inh	RXFP1 antag	Pol kappa inh
COc1cccc(CN(C)CC(O)COc2cc(Cl)ccc2Cl)c1 (stereo not drawn)	-10%	-3%	5%	4%	-17%	7%	3%	-3	-2%
CC(C)(C)NC(=O)CSc1nnc(C2CC2)n1-c1ccccc1	-1%	-8%	0%	65%[activator]	-22%	-10%	-2%	-11	2%
CC(C)Cc1nnc(NC(=O)CN2C(=O)NC3(CCCC3)C2=O)s1	.	.	29%	10%	-11%	.	-4%	-9	-4%
Cc1cc(C)c(O)c(-c2cc(C(=O)Nc3c(C)n(C)n(-c4ccccc4)c3=O)[nH]n2)c1	-4%	9%	11%	4%	0%	10%	4%	6	-14%

Remaining list, next part
SMILES	BLM helicase inh	POLB inh	APEX1 inh	Pol iota inh	POLH inh	Anesthetic bind	Tb PGK inh	RXFP1 antag	Pol kappa inh
COC(=O)c1ccccc1Sc1c(/C=N/OCc2ccc(Cl)cc2)c(C(F)(F)F)nn1C	-6%	-3%	-5%	6%	2%	-13%	15%	-13	-5%
CCc1c(C)nc(N2CCOCC2)[nH]c1=O	5%	6%	?	30%[activator]	-4%	3%	0%	-8	-9%
CCOc1ccccc1NC(=O)COC(=O)C1CCC(=O)N1 (stereo not drawn)	.	.	0%	60%[activator]	-13%	.	i	-13	0%
Cc1ccc(-c2ccc(S(=O)(=O)N3CCN(C)CC3)cc2)cc1	-8%	-4%	3%	2%	-7%	-10%	i	9	-15%
CC(C)[Si]1(C(C)C)OCC2OC(n3cnc4c(N)ncnc43)C(N)C2O[Si](C(C)C)(C(C)C)O1 (stereo not drawn)	.	.	.	14%	-17%	.	-11%	-5	-17%
Cc1ccccc1C(=O)Nc1ccnn1C1CCN(C(=O)c2ccoc2)CC1	-3%	18%	13%	23%	-19%	-1%	-9%	-8	-4%
COCC(=O)N1CCC(Oc2ccc(C(=O)N(C)CCCC3CCCC3)cc2)CC1	-2%	19%	5%	39%[activator]	-9%	-16%	-5%	-4	-10%
CC(=O)Nc1ccc(/C=C(\C#N)S(=O)(=O)c2ccc(C)cc2)cc1	.	.	33%	1%	-3%	.	i	19	-21%
O=C(Nc1cccc(Cl)c1)C1CCN(C(=O)c2cccs2)CC1	0%	38%	9%	43%[activator]	-19%	-13%	-7%	-1	-4%
O=C(c1cc(=O)c2ccccc2o1)N1CCCc2ccccc21	-2%	0%	-3%	2%	-6%	?	-1%	-4	8%
O=C(NC(=S)Nc1cc(C(F)(F)F)ccc1N1CCOCC1)c1sc2ccccc2c1Cl	-9%	1%	-2%	4%	-25%	-6%	0%	3	8%
COc1ccc(CCNC(=O)c2cnc3scc(C)n3c2=O)cc1OC	4%	1%	-3%	22%	-7%	3%	-6%	.	10%
Cc1ccc(/C=N/n2c(C)nc3ccccc3c2=O)s1	0%	0%	1%	.	.	-15%	.	.	.
CC(C)OC(=O)c1cccc(-c2ccc(C=O)o2)c1	4%	1%	23%	-5%	-7%	8%	4%	-4	-22%
CCCc1cc(C(=O)Nc2sc3c(c2C#N)CCC3)no1	-3%	3%	14%	-17%	-17%	2%	-2%	-9	-13%
Cn1c(SCCOc2ccc(Cl)cc2)nnc1-c1ccncc1	-1%	34%	-4%	5%	3%	-14%	0%	-2	-3%
CC(=O)C1=C(O)CC(C)(C)CC1=NCc1nc2ccccc2[nH]1	1%	-12%	-28%	32%[activator]	-15%	-3%	0%	7	14%
C=CCNCCCOc1ccc(C)cc1Br	-2%	16%	5%	285%[activator]	-22%	-3%	3%	2	-3%
O=C(CNC(=O)c1ccc(OC(F)F)cc1)NCc1ccccn1	.	.	-4%	23%	-9%	.	2%	1	-13%
COc1ccc(NC(=O)C(=O)NCc2ccncc2)c(OC)c1	-1%	4%	12%	21%	4%	4%	i	19	-12%
COc1ccc(-c2[nH]ncc2CN2CCCCCCC2)c(OC)c1	-10%	16%	0%	52%[activator]	-10%	-7%	-4%	10	2%
O=C(Cc1ccc(NC(=O)C2CCN(C(=O)C3CCCCC3)CC2)cc1)Nc1ccc(C(=O)N2CCOCC2)cc1	.	.	.	16%	-15%	.	-5%	.	-2%
Cc1ccc(OCCCCn2nnc3sc4c(c3c2=O)CCC(C)C4)cc1 (stereo not drawn)	-8%	25µM*	.	-25%	.	-12%	.	2	-24%
O=C(CSc1nnc(-c2ccccc2)o1)NC1CCCC1	.	.	19%	37%[activator]	-24%	.	-5%	-2	-14%
CCOc1ccc(-c2cc(C(=O)N3CCN(c4cccc(C)c4)C(C)C3)c3ccccc3n2)cc1 (stereo not drawn)	-5%	3%	.	22%	-17%	-1%	-5%	-17	-7%[60.1 µM]
CCc1cccc(NC(=S)N(CCCN2CCOCC2)C(C)c2cc3cccc(OC)c3o2)c1 (stereo not drawn)	-7%	0%	1%	20%	-11%	116%[activator]	-10%	-35	-14%
CCCN1C(=O)c2[nH]nc(-c3ccccc3)c2C1c1cccc(O)c1 (stereo not drawn)	0%	-2%	.	16%	-8%	-7%	7%	-2	-4%
CCc1ccc(C(=O)NNc2ccc(C)c(Cl)c2)cc1	-4%	-2%	1%	14%	-3%	-15%	i	-4	-8%
COCCCNc1nc2ccccc2nc1NS(=O)(=O)c1ccc(C)cc1	-1%	?	-3%	?	-10%	0%	2%	-4	-12%
Cc1ccc(N2CC(NC(=O)c3ccc(S(=O)(=O)N(C)C)cc3)CC2=O)cc1C (stereo not drawn)	0%	1%	.	18%	-7%	-15%	-16%	-12	-8%[60.1 µM]
COc1ccc(CCNC(=O)c2ccccc2)cc1	-2%	4%	2%	98%[activator]	-12%	-3%	-8%	-3	-5%
Cc1n[nH]c(=O)c2c(NC(=O)CSc3nc4ccccc4c(=O)n3CCCOC(C)C)oc(C)c12	2%	?	26%	45%[activator]	-11%	?	-4%	-5	2%
COCC1CCCN(C(=O)c2ccc3oc(CCCc4ccccc4)nc3c2)C1 (stereo not drawn)	-3%	3%	13%	63%[activator]	-22%	-22%	i	12	-5%
COc1ccc(OC(=O)c2cnn(-c3ccccc3)c2C)cc1	-4%	36%	-3%	-2%	-13%	-16%	-4%	-30	-3%
CCCCNC(=O)C1CCN(C(=O)C2CCN(S(=O)(=O)c3ccc(C)cc3)CC2)CC1	-2%	36%	21%	31%[activator]	-8%	-1%	i	0	1%
Cc1nc(N2C(=O)C(=O)/C(=C(/O)c3ccccc3)C2c2ccco2)sc1C (stereo not drawn)	-2%	6%	-1%	?	?	-4%	-14%	-16	-4%
C=C1CC2C(=O)N(Cc3ccccc3)C(C(=O)OCC)(C(=O)OCC)C1N2C(=O)OC(C)(C)C (stereo not drawn)	-1%	.	2%	37%&27%[activator]	-9%	-13%	i	.	9%&11%
CCOC(=O)C(C)Oc1ccc(C2NC(=O)NC(C)=C2C(C)=O)cc1Br (stereo not drawn)	-7%	1%	-1%	19%	9%	-3%	-6%	-15	-3%
COC(=O)c1cnc(SCc2ccc([N+](=O)[O-])cc2)n1C	-2%	0%	2%	6%	-18%	-6%	-3%	11	-8%
CCCc1nnc(-c2ccc(OC)cc2)o1	-3%	25%	?	11%	-20%	6%	-2%	2	-1%
CCOc1cccc(NC(=O)C2CC(=O)N(C)C(=Nc3ccc(OC)cc3)S2)c1 (stereo not drawn)	1%	-1%	.	16%	-19%	-10%	-7%	.	-10%[60.1 µM]
COc1cc(C(=O)NCC(=O)N/N=C/c2ccc(-c3ccc([N+](=O)[O-])cc3)o2)cc(OC)c1OC	-12%	1%	23%	20%	-16%	-4%	i	0	3%

The list is partial; count on the stated rates, not on these rows.
